TRHR agonist – qHTS for Small Molecule Agonists and Allosteric Enhancers of Human TRH Receptor: Primary Screen for Agonists; activation, % at 2 µM; AID 493084, 2011; 0.18% of 360,000 active; Thyrotropin-releasing hormone receptor (Homo sapiens), P34981; TRHR cells, calcium flux fluo-8, FDSS agonist mode; in the data active = activation above about 30%; note: 0% is about no effect
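In this calcium-flux screen, cells bearing human TRHR are dye-loaded with fluo-8, baselined for 10 cycles, then exposed to library compounds; positive kinetic calcium responses during the agonist phase mark hits, with TRH as control.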
USP1 inh – Inhibitors of USP1/UAF1: Primary Screen; recombinant USP1/UAF1, Ub-Rhodamine cleavage fluorescence; 0.23% of 390,000 active; Potency, µM (top dose mostly 57.1 µM), inactives show at the top dose activity change, negative = inhibition, most hits filed as inhibitors; Ubiquitin carboxyl-terminal hydrolase 1 (Homo sapiens), O94782; AID 743255, 2014; note: potency is the fitted concentration of half-maximal effect; % is set by controls: 0 for no effect and ±100 for the full control effect; nearly all actives have a fitted effect of over 60% in size; inactives centre near -12
Target sequence (O94782 whole entry, looked up): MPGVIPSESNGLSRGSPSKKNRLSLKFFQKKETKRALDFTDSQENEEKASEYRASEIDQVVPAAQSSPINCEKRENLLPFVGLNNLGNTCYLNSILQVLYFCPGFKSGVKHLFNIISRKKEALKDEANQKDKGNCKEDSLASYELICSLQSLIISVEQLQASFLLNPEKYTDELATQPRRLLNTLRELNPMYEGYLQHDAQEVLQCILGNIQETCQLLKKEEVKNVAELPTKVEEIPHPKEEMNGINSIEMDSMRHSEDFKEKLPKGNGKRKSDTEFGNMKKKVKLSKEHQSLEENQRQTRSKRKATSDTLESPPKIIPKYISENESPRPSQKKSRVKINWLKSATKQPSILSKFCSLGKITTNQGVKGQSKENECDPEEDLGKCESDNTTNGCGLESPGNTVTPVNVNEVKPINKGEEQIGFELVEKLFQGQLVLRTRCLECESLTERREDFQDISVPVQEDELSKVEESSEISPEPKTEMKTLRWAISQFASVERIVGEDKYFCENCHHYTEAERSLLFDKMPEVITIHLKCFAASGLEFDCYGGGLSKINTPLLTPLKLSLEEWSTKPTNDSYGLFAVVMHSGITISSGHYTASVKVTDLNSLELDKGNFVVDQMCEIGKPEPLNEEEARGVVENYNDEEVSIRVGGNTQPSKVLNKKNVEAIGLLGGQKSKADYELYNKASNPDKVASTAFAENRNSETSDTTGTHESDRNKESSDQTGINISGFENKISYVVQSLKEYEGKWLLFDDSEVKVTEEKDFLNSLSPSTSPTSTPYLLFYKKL
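High-throughput fluorogenic screen: 1nM USP1/UAF1 complex, Ub-Rho substrate 150nM final, 50mM HEPES pH 7.8 with 0.5mM EDTA, 0.1 mg/ml BSA, 1mM TCEP and 0.01% Tween-20.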
D2 antag – HTS Assay for Allosteric Antagonists of the Human D2 Dopamine Receptor: Primary Screen for Antagonists. 2% of 340,000 active. D(2) dopamine receptor (Homo sapiens), P14416. HEK293 TREx D2 cells, calcium flux, dopamine EC80. AID 485344, 2010. inhibition, % at 10 µM; in the data active = inhibition above about 30%; note: 0% is about no effect
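Compounds are added to dye-loaded, induced HEK293 T-REx cells coupled to calcium release via D2; after a 3 min kinetic read an EC80 dopamine stimulus is given and fluorescence is recorded for 3 more min.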
TRHR enhancer – qHTS for Small Molecule Agonists and Allosteric Enhancers of Human TRH Receptor: Primary Screen for Enhancers; TRHR cells, fluo-8 calcium fluorescence, EC20 TRH enhancement; enhancement, % at 2 µM; 0.66% of 360,000 active; in the data active = enhancement above about 30%; note: 0% is about no effect
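TRHR-expressing cells loaded with fluo-8 calcium dye were read kinetically (ex 480/em 530) during compound addition, then stimulated with an EC20 of TRH (10 nM final). Enhancement of the Gq-mediated intracellular calcium response was scored.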
Pin1 inh – qHTS Assay to Find Inhibitors of Pin1; Pin1 FP peptide displacement, HiFluor488, 10 min; Potency, µM (highest dose often 115 µM), for the others: at the highest dose activity, negative = inhibition, actives largely listed as inhibitors; AID 504891, 2011; 0.009% of 390,000 active; Peptidyl-prolyl cis-trans isomerase NIMA-interacting 1 (Homo sapiens), Q13526; active = well fitted inhibition curve with a large enough effect in the polarisation, with a control signal flat, not every such curve was filed as active; inconclusive = small, poorly fitted or top-dose-only effect, or effect the other way, or a change in a side signal; inactive = no such curve, though single readings can be large or run the other way; the % refers to the polarisation; note: potency is the fitted concentration of half-maximal effect; % is set by controls: 0 for no effect and ±100 for the full control effect
Target sequence (Q13526 whole entry, looked up): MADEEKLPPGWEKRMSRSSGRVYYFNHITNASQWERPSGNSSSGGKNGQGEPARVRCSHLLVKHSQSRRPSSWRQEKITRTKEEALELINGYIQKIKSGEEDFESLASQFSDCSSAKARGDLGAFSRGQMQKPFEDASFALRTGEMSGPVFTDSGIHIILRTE
rTrxR1 inhibitor – qHTS Assay for Inhibitors of Mammalian Selenoprotein Thioredoxin Reductase 1 (TrxR1): qHTS; Thioredoxin reductase 1, cytoplasmic (Rattus norvegicus), O89049; recombinant rTrxR1, NADPH fluorescence consumption, selenite substrate; Potency, µM (top dose mostly 114 µM), without a hit: top-dose activity change, negative = inhibition, most hits filed as inhibitors; 1% of 390,000 active; AID 588453, 2011; note: potency is the fitted concentration of half-maximal effect; % is set by controls: 0 for no effect and ±100 for the full control effect; nearly all actives have a fitted effect of over 65% in size
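Rat TrxR1 (90 nM in the dispensed reagent) was pre-reduced with 400 uM NADPH for 5 min at room temperature, then incubated with compound for 15 min. After 400 uM selenite was added, NADPH fluorescence (Ex 340/Em 450 nm) was followed for 8 min.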
D2 ag – HTS Assay for Allosteric Agonists of the Human D2 Dopamine Receptor: Primary Screen for Agonists | D(2) dopamine receptor (Homo sapiens), P14416 | HEK293 T-REx D2 cells, calcium flux agonist mode | activation, % at 2 µM | 0.53% of 340,000 active;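 active = activation over 3 SD above normal in the single-dose calcium agonist read, cut at about 30% in these data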; note: 0% is about no effect
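Tetracycline-induced HEK293 Trex cells with D2 receptor force-coupled to calcium signaling, plated overnight at 30 C and loaded with no-wash calcium dye. Calcium flux read kinetically for 180 s after compound addition; responses flag agonists.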
mIDH1 inhibitor – qHTS for Inhibitors of mutant isocitrate dehydrogenase 1 (IDH1): qHTS; Isocitrate dehydrogenase [NADP] cytoplasmic (Homo sapiens), O75874; IDH1-R132H enzyme, NADPH consumption, diaphorase/resazurin fluorescence; Potency, µM (highest dose often 76.6 µM), for the others: at the highest dose activity change, negative = inhibition, most hits filed as inhibitors; 0.093% of 390,000 active; AID 602179, 2012; note: potency is the fitted concentration of half-maximal effect; % is set by controls: 0 for no effect and ±100 for the full control effect; nearly all actives have a fitted effect of over 65% in size
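IDH1-R132H (0.5 ug/mL dispensed) in pH 7.5 Tris buffer was preincubated 30 min with compound, then given a substrate mix of 0.016 mM NADPH and 2 mM alpha-KG for 80 min at room temperature; remaining NADPH was read by diaphorase/resazurin fluorescence.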
TrxR1 substrate – qHTS Assay for Substrates of Mammalian Selenoprotein Thioredoxin Reductase 1 (TrxR1): qHTS; AID 588456, 2011; Potency, µM (doses to about 114 µM), without a hit: at the top dose activity change, negative = substrate turnover; purified TrxR1 substrate turnover, NADPH consumption readout; 0.01% of 390,000 active; note: potency is the fitted concentration of half-maximal effect; % is set by controls: 0 for no effect and ±100 for the full control effect; nearly all actives have a fitted effect of over 50% in size
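Rat TrxR1, dispensed at 90 nM, was prereduced with 400 uM NADPH (final) for 5 min at ~22 deg C, then incubated with compound 15 min before 400 uM selenite. A first-read NADPH fluorescence drop versus no-compound background flagged substrates.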
Active calls of the source: *; ? = inconclusive; · = no result given; [ ] = another dose, or the depositor's remark. Unless noted, calls come from the whole dose curve; as a rule, active = well fitted inhibition curve with a large enough effect; inconclusive = small, poorly fitted or top-dose-only effect; inactive = no such curve, though single readings can be large or run the other way.

SMILES	TRHR agonist	USP1 inh	D2 antag	TRHR enhancer	Pin1 inh	rTrxR1 inhibitor	D2 ag	mIDH1 inhibitor	TrxR1 substrate
Cc1ccc(NC(=O)N2CCCC2C(=O)Nc2c(C)cc(C)cc2C)cc1 (stereo not drawn)	0.1	-17%	-17	-1	-3%	3%[57.1 µM]	0.4	-7%	0%[57.1 µM]
COc1cccc(-n2ccnc2SCC(=O)Nc2nc3ccc(C)cc3s2)c1	5.0	-32%	·	-5	-1%	19%[57.1 µM]	-7.8	11%	8%[57.1 µM]
COc1ccc(NC(=O)CSc2nnc(-c3cccs3)n2C)cc1OC	-0.7	-2%	-3	-1	-5%	-4%	0.3	-4%	-3%
N#C/C(=C\Nc1ccc2c(c1)OCCO2)C(=O)NCc1ccco1	-0.5	-23%	8	12	1%	12%[57.1 µM]	0.3	-1%	2%[57.1 µM]
CC1CCN(c2ccc3nnc(CCC(=O)N4CCN(c5ccccc5F)CC4)n3n2)CC1	0.9	-25%	·	8	-5%	-14%	·	3%	-6%
Cc1ccc(C(=O)O/N=C(\c2ccccc2)c2ccncc2)cc1	0.8	-20%	·	-1	0%	15%[57.1 µM]	·	3%	6%
CN(C)c1ccc(C2NCCS2)cc1 (stereo not drawn)	-0.2	-19%	-5	-3	0%	145%[activator]	-0.1	-6%	-18%
COC(=O)c1cc(=O)n(C2CC2)c(=NC2CC2)s1	-0.7	-9%	5	-5	1%	?	0.8	9%	-3%
Cc1ccc(C)c(CSc2nnc(-c3ccccn3)n2N)c1	-0.9	-8%	6	-1	-1%	26%	0.2	7%	3%
O=C1CCC([N+](=O)[O-])C(c2cc3c(cc2Cl)OCO3)N1 (stereo not drawn)	0.3	-10%	9	14	-3%	8%	5.1	-1%	-3%
Cc1ccc(N(C(=O)c2snc(C(N)=O)c2N)C(CC(C)C)C(=O)NC2CCCC2)cc1 (stereo not drawn)	1.7	-6%	1	-6	1%	21%	0.2	-5%	-1%
CCOC(=O)c1c(NC(=S)Nc2ccc(F)cc2)sc2c1CCC2	0.3	-21%	-38	6	1%	-17%	-0.5	3%	-1%
COCCn1c(SCC(=O)Nc2nnc(C)s2)nnc1-c1cc2ccccc2cc1O	0.0	-3%	-1	-2	-2%	-3%	-1.4	3%	-3%
O=C(Cc1csc2ccccc12)NCc1ccccc1F	-1.1	-19%	·	-3	1%	6%	0.5	·	50%[activator]
COc1cc(C(=O)N2CCN(S(=O)(=O)c3cccs3)CC2)cc(OC)c1C	-0.5	-18%	-4	-1	-7%	17%	1.2	-3%	4%
COc1ccc(OC)c(NC(=O)CSc2nncc(=O)n2N)c1	0.6	1%	36*	1	-13%	-1%	0.8	1%	-8%
C=CCN(CC=C)C(=O)Cn1cnc([N+](=O)[O-])n1	0.2	-14%	-9	-2	-1%	5%	0.7	3%	4%
O=C(Nc1ccccc1C(=O)NCc1cccnc1)c1ccc(Cl)cc1Cl	-0.3	-22%	-6	-4	-7%	28%	-0.3	3%	14%
O=C(CCCC(=O)N1CCN(c2cccc(Cl)c2)CC1)c1ccccc1	-0.5	?	·	-2	-4%	31%	·	-4%	4%
CC(/C=N/NC(=O)CSc1n[nH]c(=O)[nH]c1=O)=C\c1ccccc1	-0.3	-9%	12	-4	-6%	-10%	-0.6	6%	-7%
Cc1ccc(/C=N/n2c(-c3cccnc3)n[nH]c2=S)o1	0.0	-22%	-12	-10	-1%	?	0.9	8%	-14%
Cc1ccc2nc(N3CCC(C(=O)NCc4ccc(F)cc4)CC3)[nH]c2c1	-0.5	?	·	3	-10%	23%[57.1 µM]	-0.5	-14%	7%[57.1 µM]
O=C(CSc1nnc(NC(=O)c2ccc(F)cc2)s1)NCc1ccco1	0.0	1%	-12	3	21%	-14%	-0.1	7%	8%
CS(=O)(=O)Nc1cccc2cccnc12	0.3	-26%	1	-5	1%	-8%	-0.3	7%	-6%[57.1 µM]
Cc1cc(C)nc(N/N=C/c2cc(Br)ccc2O)n1	0.1	-25%	0	7	-8%	0%	-0.1	0%	-2%
O=C(O)c1ccc(C2SCC(=O)N2Cc2ccco2)cc1 (stereo not drawn)	0.2	-15%	-1	26	-13%	2%[57.1 µM]	-0.3	-2%	4%[57.1 µM]
CCOC(=O)c1c(-c2ccc(C)o2)csc1NC(=O)CSc1ncn[nH]1	-1.4	-3%	-6	2	21%	40µM*	-0.4	7%	-5%
CCN(CC)S(=O)(=O)c1ccc(N/N=C/c2ccc(OC)c(OC)c2OC)nc1	-0.2	-20%	-11	15	-6%	-6%	0.1	3%	-4%
CC(Sc1nccn1C)C(=O)Nc1ccccc1C#N (stereo not drawn)	0.6	?	·	0	0%	14%	-0.2	-3%	2%[11.4 µM]
Cc1[nH]nc2c1C(=O)CCC2	0.7	-9%	·	14	3%	12%[57.1 µM]	·	9%	-4%
Cc1cc(C)c(C(N)=O)c(Nc2ccc3c(c2)OCCO3)n1	-0.3	-4%	16	12	4%	11%	0.3	-1%	4%[57.1 µM]
COC(=O)c1ccc(CN(C)S(=O)(=O)c2ccc(C)cc2)o1	-0.3	-6%	-2	13	-2%	32%	0.0	4%	13%
C=CCNC(=O)c1cc(Cl)ccc1Cl	0.4	-11%	-15	-2	-2%	-3%[57.1 µM]	-0.1	-4%	-4%
COc1ccccc1C(=O)Nc1ccc(C2=NNC(=O)CC2C)cc1 (stereo not drawn)	0.2	0%	18	3	2%	-5%	-6.5	0%	-10%
COc1cccc(CNC(=O)Cc2ccc(-n3c(=O)[nH]c4ccccc4c3=O)cc2)c1	-0.1	-18%	3	-4	-1%	-3%	0.3	7%	3%
COc1cc(OC)cc(C(=O)NCC(=O)OCC(=O)NC2CCCc3ccccc32)c1 (stereo not drawn)	·	-13%	·	·	-3%	14%	·	4%	6%
COc1ccc(-c2oc3ccccc3c(=O)c2OC(=O)c2ccc(C)cc2)cc1	-0.5	0%	6	8	7%	-3%[57.1 µM]	-0.1	2%	9%[57.1 µM]
COC(=O)c1ccccc1NC(=O)Cn1c(=O)n(CCCC(=O)NCc2ccccc2OC)c(=O)c2ccccc21	-0.2	-16%	·	-3	7%	7%	·	12%	2%
CC1CCOC2(O1)C(=O)N(CN1CCN(c3cccc(Cl)c3)CC1)c1ccccc12 (stereo not drawn)	0.2	-14%	-5	-2	-5%	10%[57.1 µM]	0.1	1%	9%[57.1 µM]
CC(C)c1ccc(NC(=O)CCNC(=O)Cn2ccc3ccccc3c2=O)cc1	-0.5	-10%	·	2	15%	15%	·	-7%	5%
COc1ccc(CNC(=O)CCn2c(=O)c3cccn3c3ccc(F)cc32)cc1OC	-0.2	3%	·	8	-6%	7%	-0.3	4%	7%
CCCOC(=O)CCCN1C(=O)/C(=C2\SC(=S)N(CCCC(=O)OCCC)C2=O)SC1=S	1.4	?	-2	-2	20%	1%	2.0	8%	-5%
CN(C)Cc1c(C(=O)N/N=C/c2cccc(OCc3ccccc3)c2)nnn1-c1nonc1N	1.4	-17%	-32	4	-3%	31%[57.1 µM]	1.1	10%	3%[57.1 µM]
Cc1ccc(NC(=O)C2(c3cccs3)CCOCC2)cc1C	0.3	-16%	3	20	-2%	-2%	-0.3	4%	-8%
C[C@@H]1CN(S(=O)C(C)(C)C)[C@H](CCO)/C1=C\CCO (stereo partly drawn)	·	-23%	·	·	3%	-27%	·	-2%[38.3 µM]	4%
COCc1cc(=O)[nH]c2cc(NC(=O)C3CC3)c(C)cc12	0.2	-2%	11	0	?	-14%	0.2	9%	11%
Cc1ccc(NC(=O)CSc2cn(CC(=O)N3CCCCCC3)c3ccccc23)cc1	0.3	?	·	-4	-2%	26%[57.1 µM]	0.5	-7%	1%[57.1 µM]
Cc1cc(NC(=O)CSc2nc(=O)cc(N)n2-c2ccc(Cl)cc2)no1	-1.8	-20%	·	11	8%	7%	·	10%	-3%
CCOC(=O)NC1(C(F)(F)F)C(=O)NC(C)=C1C(=O)OC (stereo not drawn)	0.3	-6%	-5	2	-5%	-4%[2.29 µM]	0.2	14%	8%[57.1 µM]
COc1ccccc1CNS(=O)(=O)c1ccc2c(c1)N(C(C)=O)CCO2	0.0	-9%	16	8	4%	13%[57.1 µM]	0.6	7%	-10%[57.1 µM]
COCCNC(=O)Cn1cc(C(=S)N2CCCCC2)c2ccccc21	-0.1	-10%	7	3	4%	4%	-0.1	-9%	-1%
CCCCc1cc(=O)oc2c(CN(CC)CC)c(O)c(Cl)cc12	0.1	-21%	-20	4	-5%	?	0.3	2%	·
COc1ccc(C(CC(=O)c2ccccc2)S(=O)(=O)c2ccccc2)cc1 (stereo not drawn)	0.1	1%	-1	-7	-1%	-12%	-0.9	5%	-11%

This is a subset; rates above refer to the full screens.
